# AHR act = activators of human aryl hydrocarbon receptor; hit rate 2.5% among 320,000; activation, % at 5 µM; AHR-responsive luciferase reporter cells, luminescence; in the data active means activation above about 47%;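 further: 0% = vehicle wells and 100% = reference agonist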
# PP1 inh = blocks human PP1-alpha phosphatase, a PP5 counter-screen; P62136; purified PP1alpha, OMFP fluorescence; inhibition, % at 6.7 µM; hit rate 0.9% among 320,000; AID 2235;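 active means inhibition above the mean inhibition of all tested compounds plus 3 SD, computed separately for each screening campaign, cut at about 15% in these data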
# Target sequence (P62136 whole entry, looked up): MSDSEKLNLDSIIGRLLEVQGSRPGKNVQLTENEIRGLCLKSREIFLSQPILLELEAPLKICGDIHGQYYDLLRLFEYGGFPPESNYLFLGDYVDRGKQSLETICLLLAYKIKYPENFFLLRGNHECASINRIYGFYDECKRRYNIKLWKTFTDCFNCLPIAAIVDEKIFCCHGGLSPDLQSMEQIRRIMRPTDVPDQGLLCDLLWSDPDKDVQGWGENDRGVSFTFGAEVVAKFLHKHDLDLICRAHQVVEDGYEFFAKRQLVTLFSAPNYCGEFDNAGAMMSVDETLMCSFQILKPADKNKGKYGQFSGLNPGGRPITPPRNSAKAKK
# procasp3 activ = procaspase-3 (human) activation | P42574 | recombinant procaspase-3 D3A, Ac-DEVD-pNA absorbance 405 nm | activation, % at 8.5 µM | hit rate 0.11% among 330,000 | AID 463141;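 active means activation above the mean of all tested compounds plus 3 SD, cut at about 21% in these data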;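 further: 0% = DMSO alone and 100% = DMSO wells spiked with extra 5 µM PC-3 D3A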
# Target sequence (P42574 whole entry D9A/D28A/D175A): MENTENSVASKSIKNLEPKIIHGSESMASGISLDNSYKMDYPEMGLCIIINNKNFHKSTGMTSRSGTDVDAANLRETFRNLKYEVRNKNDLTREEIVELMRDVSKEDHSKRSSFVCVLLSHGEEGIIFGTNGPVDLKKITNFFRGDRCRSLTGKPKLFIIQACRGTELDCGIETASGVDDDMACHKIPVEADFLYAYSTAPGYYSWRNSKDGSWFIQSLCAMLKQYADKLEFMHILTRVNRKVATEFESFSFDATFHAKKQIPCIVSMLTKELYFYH
#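 assay system = Procaspase-3 D3A mutant | signal = absorbance at 405 nm, 0 and 120 min | times = 1 h preincubation plus 2 h reaction at 25 °C | repeats = single replicate | read-out = % activation between DMSO and enzyme-spiked controls | medium = Zinc-free HEPES saline buffer with Triton X-100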
# procasp7 counter = counter-screen for procaspase-3 activators: activators of human procaspase-7. hit rate 0.093% among 330,000. recombinant procaspase-7, Ac-DEVD-pNA absorbance 405 nm; D23A/D198A/D206A triple mutant, cannot self-cleave; scale: DMSO 0, 5 µM enzyme 100. P55210. activation, % at 8.5 µM. AID 463210;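 active means percent activation above the screen-wide mean plus 3 SD, cut at about 25% in these data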
# Target sequence (P55210 whole entry D23A/D198A/D206A): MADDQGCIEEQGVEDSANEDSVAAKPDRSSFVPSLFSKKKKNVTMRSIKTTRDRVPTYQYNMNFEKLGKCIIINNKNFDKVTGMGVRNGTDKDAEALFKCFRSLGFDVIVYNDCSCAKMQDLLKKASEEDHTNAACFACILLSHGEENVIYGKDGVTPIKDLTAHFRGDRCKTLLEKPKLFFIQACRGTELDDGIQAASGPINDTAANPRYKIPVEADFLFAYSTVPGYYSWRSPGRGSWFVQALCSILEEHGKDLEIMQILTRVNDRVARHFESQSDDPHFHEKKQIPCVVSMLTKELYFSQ
#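 Replicates: singlicate. Assay system: Procaspase-7 triple mutant (PC-7 D3A). Signal: 405 nm absorbance of p-nitroaniline. Times: 1 h preincubation, 2 h reaction. Buffer or medium: Zinc-free HEPES pH 7.4 with 300 mM NaCl, 0.01% Triton X-100. Also added: DEVD-pNA substrate. Benchmarks: DMSO wells as 0%, DMSO with 5 µM added PC-7 as 100%.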
# PAFAH2 inh = inhibitors of human PAFAH2 | Q99487 | recombinant PAFAH2, FP-rhodamine activity probe, fluorescence polarization | inhibition, % at 3.39 µM | hit rate 0.99% among 340,000;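 active means inhibition above the mean over all tested compounds plus 3 SD, cut at about 30% in these data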;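 further: inhibitors block probe labeling of enzyme so polarization drops; 0% = enzyme with DMSO and 100% = wells lacking PAFAH2 protein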
# TPT1 inh = blocks Candida albicans tRNA 2'-phosphotransferase | hit rate 0.81% among 300,000 | recombinant caTPT1, FP RNA substrate dephosphorylation | inhibition, % at 5 µM;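 active means inhibition above the mean of all tested compounds plus 3 SD, set per screening campaign, cut at about 24% in these data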;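 further: plate controls were DMSO alone for no effect and ferristatin control at 100 nM for full effect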
# PP5 primary = inhibitors of human protein phosphatase 5 (PP5); purified PP5c, OMFP substrate fluorescence; hit rate 0.18% among 320,000; inhibition, % at 6.7 µM; P53041;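 active means inhibition above the campaign's mean inhibition across all tested compounds plus 3 SD, cut at about 9.5% in these data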;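 further: 0% = DMSO only and 100% = 100 µM cantharidin control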
# HCV core dimer = blocks dimerization of HCV core protein; TR-FRET GST/Flag-core106 dimerization, 1536-well; inhibition, % at 5 µM; hit rate 0.33% among 300,000; AID 1899;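 active means inhibition above the mean of all tested compounds plus 3 SD, set per screening campaign, cut at about 45% in these data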
#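 Assay system: GST-tagged and Flag-tagged HCV core protein residues 1-106 / Times: compound-protein-antibody incubation 4 h at 22.5 °C / Signal: time-resolved FRET, ex 340 nm, em 617 and 671 nm / Evaluation: % inhibition based on acceptor/donor emission ratio / Benchmarks: wells lacking GST-core106 and wells with excess unlabelled core106 / Repeats: singlicate, one well per compound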
# Fh CTSL1 inh = counter-screen for PFM18AAP inhibitors: inhibitors of F. hepatica cathepsin L1. recombinant F. hepatica cathepsin L1, Z-Leu-Arg-MCA fluorescence. inhibition, % at 5.96 µM. hit rate 0.49% among 300,000;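 active means inhibition above the mean of all tested compounds plus 3 SD, set per screening campaign, cut at about 17% in these data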;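 further: 0% = plate median of test compound wells and 100% = 1 µM Z-Phe-Ala-diazomethylketone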
# * marks the source's active call; other numbers are inactive results; nt = no result given.
Compound | AHR act | PP1 inh | procasp3 activ | procasp7 counter | PAFAH2 inh | TPT1 inh | PP5 primary | HCV core dimer | Fh CTSL1 inh
COc1ccccc1N(C)S(=O)(=O)c1ccc(C(=O)OCC(N)=O)cc1 | -1 | 2 | 2 | 9 | 4 | 7 | 0.1 | 0 | -1
COc1cccc(C(=O)C2CCCN(Cc3cccc(OCCO)c3)C2)c1 (stereo not given) | 7 | -4 | 8 | 6 | -1 | 1 | 1.3 | 2 | 1
CCC1CCc2sc(C(=O)NCc3ccccn3)cc2C1 (stereo not given) | 16 | -1 | -8 | 4 | -5 | 1 | 1.0 | 16 | -4
CC(C)Cn1c(N)c(C(=O)COC(=O)c2cc(C(F)(F)F)nc3c(C(F)(F)F)cccc23)c(=O)n(C)c1=O | -3 | 5 | 0 | -10 | nt | 1 | 2.3 | 22 | -1
CCCCCCn1c(N)c(C#N)c2ccc([N+](=O)[O-])cc2c1=O | 1 | -3 | -1 | 2 | 4 | 3 | 1.8 | 2 | 2
O=C(CN1C(=O)NC2(CCCC2)C1=O)Nc1ccccc1-c1ccccc1 | 1 | -1 | -11 | 8 | -9 | -2 | 0.2 | -3 | -1
Cc1ccc(CCNC(=O)C2CCN(S(=O)(=O)c3cccc4cccnc34)CC2)cc1 | 5 | 1 | 0 | -6 | 4 | 0 | 2.7 | 9 | -3
Cc1c(C(=O)Nc2nnc(C3CC3)s2)oc2c(Cl)cccc12 | 31 | 0 | -1 | 14 | -2 | -4 | 0.4 | -3 | 2
CCOC(=O)C1=C(O)C(=O)N(Cc2ccccc2)C1 | -1 | 2 | -8 | -5 | 0 | -3 | 2.9 | -16 | 3
COc1ccc(N2C(=O)CC(N3CCC(O)(c4ccc(Cl)cc4)CC3)C2=O)cc1 (stereo not given) | 1 | -1 | -17 | -31 | 1 | 2 | 0.8 | 3 | -1
O=C(Nc1ccc(S(=O)(=O)Nc2ncccn2)cc1)C1=NN(c2ccccc2)C(=O)CC1 | 6 | -2 | 4 | 9 | 11 | 1 | -1.3 | 8 | -1
CC1OC23CCCCC2C(C#N)(C(=N)O3)C1(C#N)C#N (stereo not given) | -5 | 0 | -2 | 0 | 11 | -12 | 2.2 | -2 | -2
Cc1cc(Br)ccc1NC(=O)CN1C(=O)C2C3CC(c4ccccc4)C(C3)C2C1=O (stereo not given) | 14 | 5 | 1 | 3 | -6 | 0 | 5.9 | 5 | 12
Cc1ccc(NC(=O)c2ccc3c(c2)OCO3)cc1Cl | 13 | 1 | 5 | -3 | -3 | -1 | 1.7 | 6 | -3
CCOc1ccc2c(c1)c(N=NC(N)=S)c(O)n2C | 41 | -3 | -2 | -3 | 1 | -1 | 1.3 | -13 | -1
CC(C)OP(=O)(OC(C)C)C1(NS(=O)(=O)c2ccc(Cl)cc2)C=C(Cl)C(=O)C(Cl)=C1 | 7 | 3 | -5 | -3 | 9 | -1 | 3.1 | 2 | 0
CCCCn1c(N)c(N(CCOC)C(=O)COC(=O)C(C)(C)Oc2ccc(Cl)cc2)c(=O)[nH]c1=O | 0 | -1 | -3 | -3 | 7 | -5 | -1.4 | -4 | 1
COCCCNC(=S)NNC(=O)Cn1nc(C)c(Br)c1C | 3 | -6 | 1 | -1 | 0 | 2 | 1.0 | -9 | -3
CCC(OC(=O)c1nsc(Cl)c1Cl)C(=O)NCCc1ccccc1 (stereo not given) | 0 | 0 | -1 | -1 | -4 | 0 | 0.9 | 6 | 2
COc1ccc(NC(=S)NCC(c2cccnc2)N2CCOCC2)cc1 (stereo not given) | -1 | -3 | -1 | 1 | -3 | 5 | 1.1 | -2 | 1
CCOc1cc(/C=N/N=C2/NC(=O)C(CC(=O)O)S2)ccc1OCc1ccc(Cl)cc1Cl (stereo not given) | 11 | 4 | -4 | 7 | 17 | 0 | 3.8 | 30 | 6
O=C1C2C(C(=O)N1Cc1cccnc1)C1C=CC2C12CC2 (stereo not given) | 1 | 1 | -6 | 1 | -8 | -1 | -0.1 | 2 | 1
CCc1ccc(N(CC(=O)NC2CCCCC2)C(=O)CCC(=O)Nc2ccccn2)cc1 | -1 | 3 | 6 | -2 | 7 | 1 | 2.3 | 0 | 4
O=C(CSc1nnc2n1CCCN2)c1ccccc1 | 4 | -4 | 5 | 5 | nt | -1 | 1.4 | -4 | 2
O=S(=O)(NCc1ccc(Cl)cc1)c1ccc(Cl)nc1 | 4 | -3 | 0 | 14 | -5 | -1 | 2.1 | 2 | -1
CCOC(=O)c1cc(-c2ccccc2)nn1CC1CC(c2ccc(Cl)cc2)=NO1 (stereo not given) | 3 | 0 | -3 | -1 | -6 | 5 | 4.7 | -4 | 2
COc1cccc(NC(=O)CN(C)C(=O)CN2C(=O)NC(C)(c3ccc4ccccc4c3)C2=O)c1 (stereo not given) | 3 | -6 | 4 | -1 | 5 | 9 | 1.7 | 0 | 2
Cc1nc(SCC(=O)Nc2c(C)n(C)n(-c3ccccc3)c2=O)nc(C)c1C | 0 | -4 | 4 | 5 | 2 | 0 | -0.7 | -1 | -3
O=c1c2ccccc2nc(SCc2cc(F)cc3c2OCOC3)n1Cc1ccco1 | 1 | 1 | 3 | -2 | 5 | -4 | 3.5 | 2 | 4
NS(=O)(=O)OCCCc1ccc(C(F)(F)F)cc1 | 3 | -5 | 9 | 1 | 5 | -3 | 2.7 | -11 | 3
Cc1ccc(S(=O)(=O)NCC2CCCO2)cc1 (stereo not given) | 1 | -1 | 0 | -7 | 4 | -2 | -0.2 | 3 | -1
CCOC(=O)c1sc2ccccc2c1OC(=O)c1ccc(C)cc1 | 7 | -1 | -1 | -5 | -17 | -2 | 2.0 | -3 | 1
Cc1ccc(C(=O)COC(=O)CNC(=O)COc2ccccc2C)cc1C | 0 | -2 | 3 | -1 | 0 | -3 | 4.9 | -4 | -11
COc1cc(SC)ccc1C(=O)Nc1cc(C)c(OCC(=O)N2CCOCC2)c(C)c1 | 0 | -3 | -3 | -4 | -2 | -1 | 3.4 | -2 | -1
COc1ccccc1C(=O)N/C(=C/c1cccc([N+](=O)[O-])c1)C(=O)Nc1cccc(C(=O)O)c1 | 4 | -1 | -16 | 0 | 8 | -5 | 1.0 | -2 | 2
O=C(/C=C/c1ccco1)c1cccnc1 | 0 | 2 | 1 | -1 | 8 | -4 | -0.5 | 5 | 6
Nc1ccc(S(=O)(=O)Nc2nc(-c3ccccc3)cc(-c3ccccc3)n2)cc1 | 23 | -4 | 0 | 3 | 12 | 2 | 4.4 | 9 | 3
COc1cc(C(=O)Nc2ccc(C)cn2)ccc1OCC(=O)N1CCOCC1 | 0 | 1 | 3 | -4 | 0 | nt | 0.8 | nt | nt
Cc1cc(C)c(C)c(S(=O)(=O)N2CCN(c3ncnc4ccccc34)CC2)c1C | 7 | -3 | 2 | -6 | 3 | nt | 0.3 | nt | nt
CCOC(=O)C1=C(c2ccccc2)O/C(=C(/C#N)C(F)(F)F)S1 | -2 | -2 | -9 | -9 | nt | 2 | 3.5 | 15 | 8
O=C(NC1CC2CCCC(C1)N2Cc1cccs1)N1CCOCC1 (stereo not given) | 0 | 0 | 8 | 9 | -14 | 1 | 0.9 | -4 | -4
O=C(CCc1nnc2ccc(N3CCOCC3)nn12)Nc1ccc(F)cc1F | 3 | -1 | 4 | 7 | 5 | -3 | 3.4 | -10 | -3
O=C(Nc1ccccc1Br)C1CCC(=O)N1Cc1ccccc1Cl (stereo not given) | 0 | -14 | 0 | -3 | 7 | 0 | 3.7 | -6 | -5
Fc1cccc(CSc2ccc3nnc(-c4ccccn4)n3n2)c1 | 11 | 18* | -4 | 4 | 2 | 2 | 1.9 | 1 | 2
Cc1ccc(NC(=O)NCc2cccnc2)cc1C | 10 | 12 | -3 | -2 | 2 | -1 | 4.2 | -4 | 2
O=C(NNC(=O)c1ccc2ncccc2c1)c1ccc(Cl)cc1 | 2 | -3 | 4 | 4 | 4 | -2 | -0.1 | -1 | -1
CC(C)Oc1cccc(C(=O)C2CCCN(Cc3cccn3-c3cccnc3)C2)c1 (stereo not given) | 10 | -6 | 9 | 11 | -2 | 2 | -0.1 | 3 | 0
CCCCC(=O)Nc1ccc(NC(=O)c2cc(OC)c(OC)c(OC)c2)cn1 | 1 | -4 | -6 | 2 | -6 | 0 | 0.4 | -6 | 1
Cc1ccc(C2(CC(=O)N3CCCC3)CCOC(C(C)C)C2)cc1 (stereo not given) | 3 | 1 | 8 | -2 | -1 | -2 | 3.3 | 7 | -2
COc1ccc(C(=O)Nc2ccccc2C(=O)N/N=C/c2ccncc2)cc1OC | 5 | 3 | 0 | -3 | -5 | 5 | 3.4 | 2 | -1

# Compound profiles (already shown). Order of screens: AHR act | PP1 inh | procasp3 activ | procasp7 counter | PAFAH2 inh | TPT1 inh | PP5 primary | HCV core dimer | Fh CTSL1 inh
# Shown for CCC(OC(=O)c1nsc(Cl)c1Cl)C(=O)NCCc1ccccc1 (stereo not given) → 0 | 0 | -1 | -1 | -4 | 0 | 0.9 | 6 | 2
# Shown for CCCCn1c(N)c(N(CCOC)C(=O)COC(=O)C(C)(C)Oc2ccc(Cl)cc2)c(=O)[nH]c1=O → 0 | -1 | -3 | -3 | 7 | -5 | -1.4 | -4 | 1
# Shown for CCOC(=O)c1sc2ccccc2c1OC(=O)c1ccc(C)cc1 → 7 | -1 | -1 | -5 | -17 | -2 | 2.0 | -3 | 1
# Shown for COc1cc(C(=O)Nc2ccc(C)cn2)ccc1OCC(=O)N1CCOCC1 → 0 | 1 | 3 | -4 | 0 | nt | 0.8 | nt | nt
# Shown for O=S(=O)(NCc1ccc(Cl)cc1)c1ccc(Cl)nc1 → 4 | -3 | 0 | 14 | -5 | -1 | 2.1 | 2 | -1

# (next part)
# Sequence of screens – AHR act	PP1 inh	procasp3 activ	procasp7 counter	PAFAH2 inh	TPT1 inh	PP5 primary	HCV core dimer	Fh CTSL1 inh
- CC(=O)c1ccc(-c2ccc(C(=O)N(C)c3c(N)n(Cc4ccccc4)c(=O)[nH]c3=O)o2)cc1
→ -2	-5	6	-5	4	0	0.9	1	2
- O=C(Nc1ccccc1Cc1ccccc1)c1ccncc1
→ -3	-1	3	8	1	-2	-0.2	-5	2
- O=C(CCNS(=O)(=O)/C=C/c1ccccc1)NCCc1c[nH]c2ccccc12
→ 18	1	-2	-5	-15	-1	2.4	-3	1
- Cn1nc(-c2ccc(OCC(=O)NCC3CCCO3)cc2)c2ccccc2c1=O (stereo not given)
→ 1	-3	-2	1	3	-4	-1.5	-2	5
- CC(=O)c1ccc(NC(=O)c2ccc(C)c(Br)c2)cc1
→ -5	-2	1	4	1	-1	-1.5	-2	5
- Cc1c(S(=O)(=O)N2CCCCC2)c(=O)n(C)c(=O)n1C
→ -1	-5	-6	1	-1	-5	1.6	-1	-3
- Cc1ccc(S(=O)(=O)N/N=C\c2ccccc2OCc2ccccc2)cc1
→ 1	3	-4	-2	-1	2	3.5	7	4
- CCCCn1c(=O)n(C)c(=O)c2c(C(F)(F)F)cc(-c3ccncc3)nc21
→ 5	0	-3	4	5	2	-1.2	2	2

# Screening results deposited in PubChem BioAssay by The Scripps Research Institute Molecular Screening Center.
